NPY-Y1 PAM-ag = human NPY-Y1 potentiation or agonism, primary screen. P25929. NPY-Y1 expressing cells, potentiator/agonist activation. 220,000 compounds, 0.37% hits. AID 1304. activation, % at 3.6 µM; in the data active means activation above about 33%, passing the limit was not always enough;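 further: cells stimulated with NPY at EC10 then isoproterenol at EC100; 0% = low agonist plus stimulus and 100% = saturating agonist plus stimulus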
BaF3 tox = parental Ba/F3 viability inhibition as JAK2V617F counter-screen; inhibition, % at 5.6 µM; CellTiter-Glo ATP luminescence; 220,000 compounds, 1.1% hits;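 active means inhibition above a per-campaign cutoff, the mean inhibition of all tested compounds plus 3 SD, cut at about 27% in these data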;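 further: 0% = DMSO wells and 100% = JAK Inhibitor I control wells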
Ba/F3 V617F tox = reduce viability of Ba/F3 cells dependent on JAK2V617F. Ba/F3 EpoR-JAK2V617F viability, ATP luminescence. inhibition, % at 5.6 µM. 220,000 compounds, 1.1% hits;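 active means inhibition above the campaign mean plus 3 SD over all tested compounds, cut at about 24% in these data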;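 further: cytokine-independent growth of Ba/F3 cells driven by EpoR plus mutant JAK2; 0% = DMSO-treated cells and 100% = JAK inhibitor I control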
NPY-Y2 PAM-ag = potentiates or activates human NPY-Y2 receptor; cells expressing NPY-Y2, potentiator/agonist read-out; 220,000 compounds, 0.45% hits; P49146; activation, % at 3.6 µM; AID 1359; in the data active means activation above about 27%;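 further: cells stimulated with NPY near EC25 plus isoproterenol at EC100; 0% = vehicle plus submaximal agonist and 100% = vehicle plus saturating agonist; some results beyond the cut were filed as inactive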
Target sequence (P49146 whole entry, looked up): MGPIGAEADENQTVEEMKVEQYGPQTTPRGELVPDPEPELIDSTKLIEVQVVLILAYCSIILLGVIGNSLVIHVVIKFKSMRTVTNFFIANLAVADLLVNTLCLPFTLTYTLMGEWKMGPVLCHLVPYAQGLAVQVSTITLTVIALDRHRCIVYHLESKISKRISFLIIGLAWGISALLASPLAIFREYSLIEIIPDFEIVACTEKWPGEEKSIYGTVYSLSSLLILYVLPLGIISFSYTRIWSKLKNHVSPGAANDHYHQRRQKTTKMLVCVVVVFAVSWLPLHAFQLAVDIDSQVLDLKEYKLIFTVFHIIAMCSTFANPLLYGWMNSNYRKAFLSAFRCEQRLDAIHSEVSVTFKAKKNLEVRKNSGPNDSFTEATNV
NPY-Y1 antag = NPY-Y1 (human) receptor antagonism | P25929 | HEK293-CNG Y1 cells, membrane potential fluorescence; NPY at EC95, then isoproterenol | inhibition, % at 3.6 µM | 200,000 compounds, 1% hits | AID 1040;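 active means inhibition above the campaign mean inhibition of all tested compounds plus 3 SD, cut at about 20% in these data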;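 further: 0% = DMSO wells given NPY plus isoproterenol and 100% = isoproterenol alone without NPY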
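Material: HEK293 Y1/CNG channel cell line; also added: NPY (25 nM), isoproterenol (1 µM), Ro 20-1724 (25 µM); doses: one concentration, 3.6 µM, in 0.4% DMSO; schedule: compound incubation 1 h at room temperature, readout 45 min post-stimulation; technique: membrane potential fluorescence; measure: fluorescence ratio normalized to % inhibition between controls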
p47phox inh = p47phox (human) inhibition | AID 1274 | P14598 | p47phox/p22phox peptide binding, fluorescence polarization, 2 h | inhibition, % at 24.7 µM | 220,000 compounds, 0.53% hits;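 active means inhibition above about 30%, limit read from the data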;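 further: 0% = p47phox with labelled peptide and 100% = labelled peptide alone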
CHOP inhibitor = inhibitors of CHOP induction in ER stress response; CHO-K1 CHOP-promoter luciferase, tunicamycin-induced, 15-18 h; inhibition, % at 10 µM; 220,000 compounds, 3.8% hits; AID 2732;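 active means compounds that reduced the stress-induced luciferase reporter signal by more than about 70% of percent inhibition, limit read from the data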;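 further: 0% = tunicamycin plus vehicle and 100% = wells without tunicamycin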
S1P4 ag = agonists of human S1P4 receptor; S1P4-expressing cell line, agonist reporter assay; activation, % at 4.98 µM; 220,000 compounds, 0.35% hits; AID 1509; in the data active means activation above about 11%;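 further: 0% = DMSO vehicle and 100% = reference agonist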
Target sequence (O95977 whole entry, looked up): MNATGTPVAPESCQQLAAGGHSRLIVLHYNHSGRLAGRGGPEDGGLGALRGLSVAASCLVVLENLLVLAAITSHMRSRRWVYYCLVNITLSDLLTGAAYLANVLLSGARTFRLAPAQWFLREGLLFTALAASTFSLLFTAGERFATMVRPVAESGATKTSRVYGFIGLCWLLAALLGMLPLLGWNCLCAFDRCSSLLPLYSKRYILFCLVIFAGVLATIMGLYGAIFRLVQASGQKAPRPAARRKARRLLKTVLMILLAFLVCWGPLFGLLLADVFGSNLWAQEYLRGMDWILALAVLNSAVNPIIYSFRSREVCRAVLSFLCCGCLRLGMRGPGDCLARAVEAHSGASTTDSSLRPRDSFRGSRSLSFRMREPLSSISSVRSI
S1P4 antagonist = antagonists of human S1P4 receptor | S1P4-expressing cells, antagonist mode, reporter read-out | 220,000 compounds, 0.26% hits | inhibition, % at 4.98 µM | O95977; in the data active means inhibition above about 29%;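 further: 0% = wells stimulated with agonist and 100% = vehicle wells without agonist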
Numbers without * were called inactive; · = not tested or not shown.

Values run as follows: NPY-Y1 PAM-ag | BaF3 tox | Ba/F3 V617F tox | NPY-Y2 PAM-ag | NPY-Y1 antag | p47phox inh | CHOP inhibitor | S1P4 ag | S1P4 antagonist
Cc1ccc(NC(=S)N(CCN2CCOCC2)Cc2cc3cc4c(cc3[nH]c2=O)OCCO4)cc1
    6 | 4 | -5 | -2 | · | -9 | 12 | -0.2 | -2
C=CCc1cccc2cc(C(=O)N3CCN(c4ccccn4)CC3)c(=O)oc12
    -27 | 5 | -3 | -33 | 12 | -6 | 4 | -2.3 | 11
O=c1c2c(nc(NCCO)n1CC1CCCCC1)-c1ccccc1CC21CCCC1
    31 | 7 | -3 | 12 | -5 | 0 | 13 | -4.3 | 8
CC1CC(C)(C)NCCNC(C)CC(C)(C)NCCN1 (centres undefined)
    0 | 3 | 1 | -7 | -6 | -8 | 54 | 0.0 | -3
Cc1ccc(C(=O)Cn2cnc3ccccc3c2=O)cc1
    -19 | 3 | 2 | -4 | 8 | -17 | 15 | -3.4 | -5
Cc1ccc(C(=O)N2CCN(C3CCCCC3)CC2)s1
    -1 | 3 | -1 | 3 | -3 | -6 | 13 | -0.3 | -23
CCCCn1c(SCc2ccc(Cl)cc2)nc2c1c(=O)[nH]c(=O)n2C
    -42 | 4 | 2 | 0 | -9 | 11 | 82* | 1.1 | -2
CCOc1ccc2nc(NCCNC(=S)NCCCN(C)C)c(C#N)cc2c1
    -6 | 5 | -2 | -11 | 7 | -7 | 1 | 1.6 | -3
C=CCn1cc(/C=C2/NC(=O)NC2=O)c2ccccc21
    7 | 3 | -1 | 20 | · | -41 | 3 | -1.0 | 4
CNC(=O)C(=O)NCC1OCCN1S(=O)(=O)c1ccc([N+](=O)[O-])cc1 (centres undefined)
    -5 | 2 | -1 | 19 | 0 | -9 | -6 | 0.8 | -10
O=S(=O)(Nc1ccccc1)c1ccc(Oc2ncc(C(F)(F)F)cc2Cl)cc1
    -27 | 10 | 2 | -8 | -3 | 2 | 109* | -0.1 | 4
CCOc1nc(NC(=O)NS(=O)(=O)c2ccccc2F)nc(-c2ccccc2)n1
    6 | 8 | 0 | 5 | -1 | -4 | 8 | 1.4 | -16
O=C(NC(c1ccccc1)c1ccccc1)c1ccc(Br)o1
    -11 | 2 | 0 | -4 | -2 | 3 | -41 | -1.0 | 2
O=C(NC1CCCC1)C(NS(=O)(=O)c1ccc(Br)s1)c1ccccc1 (centres undefined)
    8 | 6 | 1 | 4 | -2 | -12 | 47 | -0.3 | -8
CCOC(=O)C1CCCN(CC(=O)Nc2c(F)c(F)c(F)c(F)c2F)C1 (centres undefined)
    8 | 2 | -3 | 11 | 10 | -7 | 11 | -0.3 | -16
COc1ccc(C2/C(=C(/O)c3ccccc3)C(=O)C(=O)N2c2ccccn2)c(OC)c1 (centres undefined)
    0 | 3 | -2 | -8 | 11 | -5 | 17 | -1.0 | -5
COc1ccc(CCn2c(NN=C(C)C)nc3c2c(=O)[nH]c(=O)n3C)cc1
    7 | 1 | -1 | 10 | · | -10 | -17 | -0.8 | -7
COc1ccc(OC)c(NC(=O)CSc2nc3cccnc3n2C)c1
    -34 | 5 | 1 | 3 | 11 | -2 | 42 | 0.2 | -9
CCOC(=O)c1[nH]c2ccc(OCC)cc2c1NC(=O)CN1CCCC(C)C1 (centres undefined)
    0 | 0 | -2 | 6 | 3 | -2 | -4 | 0.4 | -3
CN(CCO)c1cnccn1
    16 | 0 | -1 | 0 | -5 | 0 | -5 | 0.8 | -6
COc1ccc(S(=O)(=O)N2CCN(C3Cc4ccccc4C3)CC2)cc1
    7 | 1 | -2 | 0 | 1 | 0 | 9 | -0.5 | -14
O=C(Nc1nc2c(s1)CCCC2)Oc1ccccc1
    -8 | 8 | 0 | -11 | 3 | -9 | 55 | -0.4 | -2
Cc1ccccc1-n1c(C)nnc1SCc1nc2ccccc2s1
    -8 | 5 | 2 | -7 | 1 | -18 | 36 | 0.1 | 0
O=C(NCCN1CCOCC1)c1cnn2c(-c3ccccc3)cc(-c3ccccc3)nc12
    -84 | 3 | -2 | -20 | 36* | -13 | 16 | -2.1 | 4
CCOC(=O)c1oc2ccc(S(=O)(=O)n3nc(-c4ccc(Cl)cc4)cc3N)cc2c1C
    1 | 3 | -4 | 4 | 7 | 15 | 34 | 1.3 | -15
Cc1nc2ccc(S(=O)(=O)Nc3cccc(-c4nc5cccnc5s4)c3)cc2s1
    -33 | 7 | 3 | -15 | 12 | -22 | -3 | -0.7 | 14
Cc1nc(N)nc(OCC(F)(F)C(F)F)c1Br
    -21 | 8 | 2 | -29 | 3 | 3 | 23 | 0.1 | 7
CC(C)N(C(=O)c1ccccc1-c1ccccc1)C(C)C
    -18 | 6 | -1 | 23 | 19 | -3 | 28 | 0.1 | 2
Cc1cc2nc(-c3cccnc3SCC(=O)NCc3ccco3)[nH]c2cc1C
    -5 | 10 | 7 | -8 | -4 | -22 | -3 | -1.0 | -5
COC(=O)c1ccccc1NC(=O)N1CCN(c2ccccc2F)CC1
    -12 | 6 | 3 | -21 | 9 | -2 | -5 | 0.1 | 12
COc1ccccc1CNC(=O)C(=O)NCC1OCCN1S(=O)(=O)c1ccc2c(c1)OCCO2 (centres undefined)
    -17 | 6 | 1 | 0 | 1 | -10 | 24 | 0.3 | 0
O=C(Nc1ccccc1N1CCOCC1)c1cc2c(s1)CCCCC2
    -30 | 3 | -4 | -13 | 7 | 9 | -38 | 2.6 | -7
Cc1cc(CSc2ccccc2)ccc1NC(=O)c1ccc(CN2CCOCC2)cc1
    -61 | 5 | -5 | 10 | 0 | 12 | 14 | 0.0 | -17
Cc1cccc(NC(=O)C(CC(C)C)NC(=O)C2CCC(C)CC2)n1 (centres undefined)
    16 | -2 | -7 | -1 | -5 | 3 | 10 | -2.0 | -3
CCOC(=O)C1CCN(C(=O)CSc2c3c(nc4ccccc24)CCC3)CC1
    5 | -1 | -3 | -12 | 4 | 3 | -4 | -0.7 | 6
COC(=O)c1cc(NC2c3ccccc3C(=O)N2c2ccc(Cl)cn2)cc(C(=O)OC)c1 (centres undefined)
    24 | 3 | -2 | 2 | 5 | 6 | 14 | -0.9 | -4
Cn1cnc(S(=O)(=O)NCc2ccccc2)c1
    -20 | 0 | 1 | -11 | 3 | -2 | -15 | 1.7 | -15
C=CCOc1c(Br)cc(CNc2nccs2)cc1OC
    6 | 5 | -2 | 11 | -2 | -11 | 8 | 2.7 | -18
CCN(CC)C(=O)C1CC(c2ccc(OC)cc2)=NO1 (centres undefined)
    9 | 5 | -1 | -22 | 0 | -13 | -5 | 1.5 | -4
COc1ccc(Cc2nc(=S)[nH][nH]2)cc1Br
    -5 | 10 | 0 | 5 | 0 | 8 | 3 | 0.3 | -15
CCNC(=O)COc1ccc(OCc2ccccc2)cc1
    -5 | 3 | -5 | 3 | -4 | 4 | 3 | -0.6 | -7
Cc1ccc(Cl)cc1NC(=S)N(CCN(C)C)Cc1cccs1
    0 | 11 | 2 | 1 | 2 | -2 | 36 | 1.6 | -3
CC1(C)Cc2ccccc2-c2n[nH]c(=S)n21
    -26 | 3 | 1 | 5 | 4 | -1 | 9 | 0.3 | 10
Cc1onc(-c2ccccc2)c1NC(=O)N(CCC#N)Cc1cccs1
    10 | -3 | -1 | -13 | · | -3 | 0 | 0.1 | 8
O=C(OCc1ccc([N+](=O)[O-])cc1)c1ccccn1
    13 | -1 | -3 | 1 | -5 | 1 | 9 | -1.2 | 4
COc1ccc(OC)c(-c2csc(N(CC3CCCO3)C(=O)Cc3ccccc3)n2)c1 (centres undefined)
    -9 | -2 | -3 | -4 | 13 | -9 | 17 | 0.9 | -10
CS(=O)(=O)N(Cc1ccc(C(=O)NN=C2CCCCCC2)cc1)c1ccccc1
    -21 | 6 | -1 | -6 | -1 | -2 | -6 | 2.0 | 8
COc1cc(NC(=O)Nc2ccccc2OC)c(OC)cc1NC(=O)CN1CCCCC1
    6 | 1 | 0 | -8 | -8 | 3 | 3 | -1.2 | -4
O=C(Cc1ccccc1)NN1C(=O)C2C3C=CC(C3)[C@@H]2C1=O (some centres undefined)
    -3 | 4 | 0 | 3 | 6 | 2 | -1 | 1.0 | -13
COC(=O)[C@H](CC(C)C)NC(=O)Nc1ccc(S(N)(=O)=O)cc1
    2 | -4 | 4 | -4 | · | -11 | -11 | 0.7 | -1
N#C/C(=C\c1cn[nH]c1-c1ccccc1)C(=O)NC1CCCCCC1
    -9 | 1 | -3 | -16 | 7 | -11 | 72* | 0.5 | -11
COc1cc(OC)cc(C(=O)N[C@H](C(=O)OCC(=O)NC(=O)NC(C)(C)C)C(C)C)c1
    -5 | 5 | -2 | -9 | -1 | 5 | 7 | -0.3 | 5
CCc1sc(C(=O)Nc2cccc(C(C)=O)c2)cc1C
    -14 | 4 | 6 | -4 | 7 | 1 | 2 | 0.1 | 1
CCNC(=S)N1CCN(C(c2ccccc2)c2ccccc2)CC1
    -1 | -2 | -3 | -18 | 1 | -11 | -74 | 0.6 | -24
CCOC(=O)c1c(C)nc(C)c2c(=O)oc3ccccc3c12
    -7 | 3 | -2 | -35 | 3 | 3 | -16 | 2.4 | 13
O=C(Nc1ccc(C(=O)N2CCOCC2)cc1)c1cc(-c2cccnc2)nc2ccc(Br)cc12
    -12 | 5 | 3 | -2 | -8 | -5 | 42 | -1.1 | -2
CCN(CC)S(=O)(=O)c1ccc(-c2nnc(SCC(=O)c3ccc(OC)cc3)o2)cc1
    4 | 2 | -3 | 9 | 0 | -1 | 1 | -2.3 | -3
CCOc1cccc(NC(=O)/C(C#N)=C\c2cccnc2)c1
    -17 | 1 | -4 | -15 | 5 | -26 | -36 | -1.3 | 0
CCn1ccnc1CN1CCc2c([nH]c3ccccc23)C1CC(C)C (centres undefined)
    9 | 5 | -1 | -9 | 3 | -6 | 19 | 0.1 | 1
COc1ccc(C(=O)C[n+]2ccc(N)c(C)c2C)cc1
    6 | 75* | 97* | 13 | 1 | -6 | -3 | -0.1 | -22

(further entries)
Values run as follows: NPY-Y1 PAM-ag | BaF3 tox | Ba/F3 V617F tox | NPY-Y2 PAM-ag | NPY-Y1 antag | p47phox inh | CHOP inhibitor | S1P4 ag | S1P4 antagonist
COc1ccc(S(=O)(=O)NCc2ccc(C(=O)N(C)Cc3ccco3)cc2)cc1
    -2 | 8 | 3 | -2 | 3 | 5 | -3 | -2.8 | -1
COc1ccc(C2c3c(C)nn(-c4ccccc4)c3NC(=O)N2c2ccccc2)cc1 (centres undefined)
    -18 | 5 | -1 | 11 | 4 | 0 | 30 | 0.2 | -4
CCOC(=O)C1=C(CS(=O)(=O)c2ccccc2)NC(=O)NC1c1ccc(OC)c(OC)c1 (centres undefined)
    16 | -3 | 0 | -24 | · | -7 | 12 | 0.8 | -13
Cc1cc([N+](=O)[O-])ccc1NCc1cccc([N+](=O)[O-])c1
    2 | 7 | 7 | 11 | 0 | 0 | -2 | -3.2 | 13

Full records from above. Order of values: NPY-Y1 PAM-ag	BaF3 tox	Ba/F3 V617F tox	NPY-Y2 PAM-ag	NPY-Y1 antag	p47phox inh	CHOP inhibitor	S1P4 ag	S1P4 antagonist
COc1ccc(C2c3c(C)nn(-c4ccccc4)c3NC(=O)N2c2ccccc2)cc1 (centres undefined) reads -18	5	-1	11	4	0	30	0.2	-4
COc1ccc(S(=O)(=O)NCc2ccc(C(=O)N(C)Cc3ccco3)cc2)cc1 reads -2	8	3	-2	3	5	-3	-2.8	-1
